NadD inh – inhibitors of Staphylococcus aureus NadD; AID 602399; inhibition, % at 20 µM; purified NadD enzyme, colorimetric absorbance read-out; 360,000 tested, 0.78% active; in the data active = inhibition above about 26%; also: some compounds past the cut are filed as inactive
Scp-1 inhibitor – blocks human Scp-1 phosphatase activity. Recombinant Scp1, phosphopeptide, malachite green phosphate absorbance. Q9GZU7. 340,000 tested, 0.88% active. inhibition, % at 20 µM;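 active = inhibition above about 50% at 20 µM, limit read from the data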;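 also: plate controls were DMSO wells with enzyme for no effect and wells lacking enzyme for full effect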
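Material: truncated SCP-1 phosphatase (76-261aa) / Buffer or medium: 50 mM Tris acetate pH 5.5, 0.005% Tween-20, 10 mM MgCl2 / Compound dosing: one concentration, 20 µM, with 1.0% DMSO / Incubation: 45 min room-temperature reaction, 5 min colour, 30 min stabiliser / Detection: colorimetric free-phosphate detection, absorbance 630 nm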
STEP inh – STEP (human) phosphatase inhibition | P54829 | recombinant STEP, OMFP fluorogenic substrate, fluorescence | inhibition, % at 20 µM | 360,000 tested, 0.25% active | AID 588621;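 active = inhibition at 20 µM, scaled per plate between control wells, above about 37%, limit read from the data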;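 also: 0% = DMSO with enzyme and substrate and 100% = substrate only without enzyme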
Target sequence (P54829 whole entry, looked up): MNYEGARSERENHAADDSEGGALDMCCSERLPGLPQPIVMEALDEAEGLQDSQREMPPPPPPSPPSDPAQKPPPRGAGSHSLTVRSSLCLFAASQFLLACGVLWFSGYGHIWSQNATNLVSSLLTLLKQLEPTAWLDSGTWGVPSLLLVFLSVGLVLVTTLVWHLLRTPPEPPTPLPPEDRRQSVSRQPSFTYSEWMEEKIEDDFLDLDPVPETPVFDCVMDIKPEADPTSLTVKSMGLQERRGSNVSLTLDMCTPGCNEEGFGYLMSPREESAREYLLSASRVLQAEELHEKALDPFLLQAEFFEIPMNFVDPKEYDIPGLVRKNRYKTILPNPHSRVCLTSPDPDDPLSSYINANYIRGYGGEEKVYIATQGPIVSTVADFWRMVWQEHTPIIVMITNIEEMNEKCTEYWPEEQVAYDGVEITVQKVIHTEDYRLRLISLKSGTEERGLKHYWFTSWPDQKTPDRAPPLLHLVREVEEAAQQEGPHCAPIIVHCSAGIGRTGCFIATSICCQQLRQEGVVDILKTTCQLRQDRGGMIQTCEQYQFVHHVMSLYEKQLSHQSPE
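Also added – OMFP at 25 µM · Test system – STEP tyrosine phosphatase · Technique – FITC-channel fluorescence of OMFP product · Schedule – 20 min at room temperature, dark · Evaluation – control-normalized % inhibition with plate pattern correction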
Tb MetRS inh – Trypanosoma brucei MetRS inhibition. 360,000 tested, 0.4% active. purified T. brucei MetRS, ATP depletion, Kinase-Glo luminescence. inhibition, % at 11.9 µM. AID 624268;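 active = inhibition above a per-plate cutoff of the control wells' mean inhibition plus 3 SD, cut at about 5.5% in these data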;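 also: 0% = DMSO wells median and 100% = median of wells with control inhibitor compound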
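System: purified T. brucei MetRS enzyme / Detection: Kinase-Glo luciferase luminescence reporting remaining unconsumed ATP / Medium: HEPES buffer with MgCl2, KCl, DTT, spermine, BSA, pyrophosphatase / Replication: singlicate, one well per compound / Evaluation: percent inhibition relative to median high and low control wells / Schedule: 2 h aminoacylation at 25 °C after 15 min preincubation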
Rpn11 block – Rpn11 (human) deubiquitinase inhibition; 360,000 tested, 0.59% active; calls only at 20 µM; AID 588493; human 26S proteasome, Ub4-pepOG fluorescence polarization; 20S core pre-blocked with epoxomicin; O00487;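 active = inhibition at 20 µM, scaled to each plate's controls, above about 33%, limit read from the data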
Target sequence (O00487 whole entry, looked up): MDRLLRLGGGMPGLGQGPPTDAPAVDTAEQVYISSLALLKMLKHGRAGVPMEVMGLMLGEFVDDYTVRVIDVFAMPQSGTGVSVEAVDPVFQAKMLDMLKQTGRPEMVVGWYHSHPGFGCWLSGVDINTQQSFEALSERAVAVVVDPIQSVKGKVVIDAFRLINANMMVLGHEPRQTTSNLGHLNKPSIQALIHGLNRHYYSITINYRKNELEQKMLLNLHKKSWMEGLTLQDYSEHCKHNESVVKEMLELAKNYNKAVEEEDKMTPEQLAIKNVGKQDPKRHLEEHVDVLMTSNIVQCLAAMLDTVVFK
CSN deneddyl inh – CSN deneddylation inhibition. Q92905. 360,000 tested, 0.38% active. inhibition, % at 12.5 µM. Purified CSN, SCF-Nedd8-OG deneddylation, fluorescence polarization;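 active = pattern-corrected inhibition above about 35%, with an unprinted fluorescence ratio check between 0.5 and 1.5, limit read from the data, passing the limit was not always enough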;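 also: 0% = enzyme with substrate and 100% = substrate without enzyme; some results filed as inactive read as strong as hits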
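test system = HEK293T-derived human Csn5 enzyme | amount = 0.24 nM Csn5 enzyme, final concentration | medium = Tris/NaCl/DTT buffer, pH 7.5 | schedule = 90 min reaction at room temperature | signal = FP | evaluation = inhibition of Csn5 cleavage, % | compound dosing = single dose of 12.5 µM compound with 0.25% DMSO | probe or stimulus = 10 nM SCFSkp2-Nedd8OG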
LMPTP block – blocks human LMPTP phosphatase; recombinant LMPTP-A, OMFP fluorogenic substrate, fluorescence intensity; inhibition, % at 20 µM; 360,000 tested, 0.22% active; AID 651560;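 active = compounds that cut the enzyme signal by at least half of the control window in the single-dose screen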;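 also: plate controls were DMSO wells with enzyme plus substrate for no effect and substrate without enzyme for full effect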
Target sequence (P24666 whole entry, looked up): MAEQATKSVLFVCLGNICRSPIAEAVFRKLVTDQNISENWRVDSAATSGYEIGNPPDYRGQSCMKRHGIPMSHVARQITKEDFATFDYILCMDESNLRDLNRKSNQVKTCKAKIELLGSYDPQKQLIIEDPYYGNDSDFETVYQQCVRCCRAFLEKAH
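Assay system: LMPTP-A, protein tyrosine phosphatase of low molecular weight / Medium: pH 6.0 Bis-Tris buffer with DTT and Triton X-100 / Schedule: 50 min enzyme reaction at room temperature, protected from light / Measured by: endpoint fluorescence intensity from OMFP dephosphorylation / Read-out basis: % inhibition relative to no-enzyme and uninhibited control wells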
DNMT1 block – inhibitors of human DNMT1. P26358. DNMT1 molecular beacon, Hinp1I cleavage, fluorescence. inhibition (reported as % activation of signal), % at 10 µM. 360,000 tested, 0.83% active; in the data active = inhibition above about 50%
MsrA inh – inhibits bovine methionine sulfoxide reductase A | 360,000 tested, 0.75% active | AID 651718 | inhibition, % at 15.5 µM | purified bovine MsrA, absorbance read-out; in the data active = inhibition above about 4.5%;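 also: 0% = vehicle wells with enzyme and 100% = reference inhibitor wells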
SUMO1-SIM PPI – SUMO1-SIM interaction modulation; inhibition, % at 20 µM; SUMO1 binding to a labelled peptide, TR-FRET, 1 h; AID 602429; 360,000 tested, 0.33% active; P63165; in the data active = inhibition above about 37%
The depositor's hits bear a star; i = inactive; nt = not tested or not shown.

Compound,NadD inh,Rpn11 block,MsrA inh,Tb MetRS inh,DNMT1 block,SUMO1-SIM PPI,CSN deneddyl inh,Scp-1 inhibitor,STEP inh,LMPTP block
O=C(c1ccncc1)N1CCN(c2cccc(C(F)(F)F)c2)CC1,2,i,0.0,-0.2,0,4,1,3,-4,-0.7
COc1cc(-c2nc3ccccn3c2NCc2ccccc2)ccc1SC1CCCCC1,4,i,nt,0.5,-8,-6,2,9,-1,9.5
CCOC(=O)c1ccc(NC(=O)c2cc(OC)c(OC)c(OC)c2Br)cc1,0,i,0.4,0.3,-4,0,-1,-10,-3,0.9
COc1cc(O)c2c(=O)c3c(O[C@H]4O[C@@H](CO)[C@H](O)[C@@H](O)[C@@H]4O)ccc(O)c3oc2c1,2,i,2.8,-0.1,2,-9,-1,-6,4,2.6
COc1ccc(S(=O)(=O)Nc2cc(C)c(O)c(S(=O)(=O)c3ccccc3)c2)cc1,-2,i,-0.1,-0.3,4,10,2,-7,0,0.5
CCOc1ccc(/C=C/c2nc(C#N)c(NCCCOC)o2)cc1,-13,i,3.5,-0.6,-2,-19,-3,0,1,1.7
CC(=O)c1cnc2cc(-c3ccccc3)nn2c1C,-1,i,0.5,0.0,0,-1,-4,7,2,-0.4
Cc1ccc2nc(NC(=O)CSCC(=O)OCC(=O)c3ccc(Br)cc3)sc2c1,13,i,1.7,0.0,-2,-3,1,3,0,-0.5
CC(=O)Nc1ccc(S(=O)(=O)NNC(=O)CCC(=O)Nc2cc(C)ccc2C)cc1,1,i,0.2,0.2,3,1,-8,-5,-2,-1.7
O=C(OCCOCCN=C1NS(=O)(=O)c2ccccc21)C1CC(=O)N(c2ccccc2)C1 (centres undefined),-2,i,-0.4,-1.0,2,-2,0,-7,2,-2.6
CC(C)C1Cc2c(C#N)c(N)sc(=S)c2CO1 (centres undefined),-3,i,0.6,0.1,-4,-10,-9,3,0,0.4
O=C(CSc1nc2ccc([N+](=O)[O-])cc2s1)NCC1CCCO1 (centres undefined),-1,i,3.2,0.1,1,-36,0,-2,0,0.3
O=C(C[C@H]1CC[C@H](NC(=O)C2CCOCC2)[C@@H](CO)O1)NCc1ccncc1,nt,nt,-0.2,-0.6,nt,0,1,nt,nt,-1.5
COC(=O)Cn1ccc2cc(S(=O)(=O)N3CCCCC3)ccc21,-2,i,-0.3,0.0,0,6,1,-4,1,1.0
O=C(Cc1ccccc1)Nc1cccc(N2C(=O)C=CC2=O)c1,4,i,0.4,0.3,-4,2,3,-10,0,0.0
Cc1cc(=O)oc2cc(Oc3ccc([N+](=O)[O-])cc3[N+](=O)[O-])ccc12,-1,i,0.5,-0.2,23,-26,8,-14,-1,-0.9
CC(=O)NC(CC(=O)NCC(=O)Nc1ccc(F)c(F)c1)c1ccccc1 (centres undefined),0,i,1.3,0.1,-2,0,5,-8,-2,-1.2
c1ccc(Nc2cccc(Nc3ccccc3)c2)cc1,-5,i,0.6,-0.5,-39,1,-7,-5,0,4.7
O=C(c1ccccc1)N1CCC(=O)N(C(CO)Cc2ccccc2)CC1 (centres undefined),0,i,0.4,-0.6,6,4,-3,0,-5,-2.6
COc1ccc(NC(=O)CSc2nnc3n2CCCCC3)cc1OC,4,i,-0.1,-0.2,-3,-3,3,nt,2,-0.9
Cc1ccc(NC(=O)CCn2c(=O)c3cccn3c3ccccc32)cc1C,-7,i,-0.5,0.3,0,10,0,-9,-4,1.9
Fc1cccc(Cc2c(-c3cccc(Cl)c3)nc3c4ccccc4ccn23)c1,3,i,-0.4,-0.9,7,-4,2,nt,-1,5.6
COC(=O)c1sc(-c2ccccc2)cc1NC(C)=O,-11,i,1.0,-1.0,-1,-16,-3,-4,-5,1.0
Cc1c(OC(C)C(=O)NCc2cccnc2)ccc2c3c(c(=O)oc12)CCCC3 (centres undefined),6,i,2.7,-0.1,-2,-5,-5,0,0,1.0
CSc1nsc(SCC(=O)NCc2ccccc2)n1,1,i,0.2,-0.5,-1,-1,2,-5,-4,-0.9
CCOc1ccc(OC(=O)c2cccnc2)cc1,4,i,0.6,0.4,0,0,-1,-8,1,1.2
O=C(Cn1c(=O)oc2cccnc21)Nc1ccc(C(F)(F)F)cc1,5,i,-0.5,-0.1,-1,18,-1,0,1,-0.9
COc1ccc2c(c1)c1nnc(SCC(=O)N3C(C)CCCC3C)nc1n2C (centres undefined),3,i,0.3,-0.8,6,-6,-2,-5,-1,3.5
CCCNC(=O)C1(C)CCCN(Cc2csc(-c3ccccc3)n2)C1 (centres undefined),0,i,0.4,-0.3,6,-6,-2,nt,-2,0.7
CCOC(=O)C1CCCN(Cc2nc(N)nc(Nc3ccc(C)cc3)n2)C1 (centres undefined),15,i,1.6,-1.2,-9,-1,-1,8,-2,-0.8

Compound,NadD inh,Rpn11 block,MsrA inh,Tb MetRS inh,DNMT1 block,SUMO1-SIM PPI,CSN deneddyl inh,Scp-1 inhibitor,STEP inh,LMPTP block
CCc1ccc(C2C3=C(CCCC3=O)OC3=C2C(=O)CCC3)cc1,-1,i,0.3,0.3,1,-4,-3,-4,-2,-0.6
COC(=O)[C@@]12CCCCN1[C@H](c1ccc(-c3ccc(Cl)c(Cl)c3)c(OC)c1)[C@H]1C(=O)N(C)C(=O)[C@H]12,6,i,-0.1,-0.3,-10,5,0,-10,2,5.8
CCC(CC)C(=O)N(C)c1c(C)nc2c(OCc3cccc(Cl)c3)cccn12,1,i,0.1,0.0,6,2,-1,nt,1,0.5
Cc1ccc(-n2c(Cc3cccn3C)nnc2SCC(=O)NCc2ccc3c(c2)OCO3)cc1,0,i,0.1,-0.1,-1,0,7,9,9,2.2
COc1cccc(C2CC(c3ccc(F)cc3)Nc3nc(N)nn32)c1 (centres undefined),4,i,-0.3,-0.2,-1,8,5,2,-4,-0.9
C=CCn1cccc(C(=O)Nc2cc(OC)ccc2OC)c1=O,2,i,4.7*,0.8,-1,0,-3,-3,4,1.5
COc1ccc(C2C(C(=O)N3CCOCC3)c3ccccc3C(=O)N2c2ccc(OC)cc2)cc1 (centres undefined),10,i,-1.7,0.5,-3,-2,-2,-7,-1,0.2
Cc1ccc(S(=O)(=O)N[C@H](CO)C(C)C)cc1,nt,nt,-0.2,-0.4,nt,10,-6,nt,nt,-1.1
CC1Cc2cc(S(=O)(=O)NCCC(=O)N(C)Cc3ccccc3)ccc2N1C(=O)C1CC1 (centres undefined),-1,i,0.0,0.2,-2,-4,-5,-5,-4,0.2
Cc1ccc(NC(=O)NNC(=O)c2ccc3c(c2)NC(=O)C(C)(C)O3)cc1,-8,i,-0.7,-0.1,1,-1,0,-9,-2,-0.1
Cc1csc(CNC(=O)C2CCC(=O)N(CCc3cccc(F)c3)C2)n1 (centres undefined),-4,i,1.3,-0.7,1,6,2,-15,-3,1.7
Cc1ccc(C(=O)O)cc1NS(=O)(=O)c1ccc2ccccc2c1,0,i,-0.8,0.0,0,5,3,-3,0,0.1
COC(=O)/C(=N\OCc1ccc(C#N)cc1)c1c(C)nn(C)c1C,10,i,0.5,0.1,-3,-3,4,-1,-3,-0.5
CS(=O)(=O)Nc1ccc(C(=O)CC(=O)Nc2ccc([N+](=O)[O-])cc2)cc1,-1,i,4.2,-0.8,-4,2,2,-5,-2,-2.0
C[C@@H]1CN(S(=O)(=O)c2ccc3c(c2)OCCO3)CCN1S(=O)(=O)c1c(F)cccc1F,-9,i,0.3,-0.2,1,-4,1,-7,-3,1.2
Cc1cc(NC(=O)CCS(=O)(=O)c2nc(-c3ccccc3)cc(C(F)(F)F)n2)no1,3,i,0.1,1.1,1,0,-4,-2,-1,-0.1
Cc1ccsc1C(=O)NNC(=O)c1csc(N2CCOCC2)n1,-3,i,0.1,-0.1,4,0,2,2,2,-0.3
O=C(NCCCN1CCOCC1)c1c(-c2ccccc2)oc2c1C(OCCCCCO)CCC2 (centres undefined),1,nt,0.6,-0.3,nt,1,-1,nt,nt,-1.7
CCSc1nc(N2CCOCC2)c2ccccc2n1,1,i,1.5,0.2,0,5,-2,-5,-1,2.1
O=C(Nc1ccc(N2CCOCC2)cc1)c1ccc2nc(-c3ccco3)c(-c3ccco3)nc2c1,10,i,-1.0,0.1,3,-3,-2,12,2,3.7
CCc1cccc(OCCn2ccnc2)c1,-4,i,-0.7,1.0,4,-1,0,-5,4,-0.9
CCN(CC(=O)NCC(=O)Nc1ccc(Br)cc1C)Cc1ccccc1,-3,i,-0.1,-0.4,0,1,2,-3,1,-0.2
COC(=O)c1ccc(NC(=O)CN(C)Cc2cccc(F)c2)cc1,-8,i,0.1,-0.7,1,0,-4,5,2,1.2
CCOc1ccccc1N1CCN(CC(=O)Nc2ncc(C)s2)CC1,4,i,-0.5,-0.9,-1,0,3,-2,-1,-0.2
Cc1ccc(Nc2ccc(C(N)=O)cc2[N+](=O)[O-])cc1,-3,i,11*,-0.8,4,-28,-5,-5,-3,-0.4
C[C@@H]1CN([C@@H](C)CO)S(=O)(=O)c2ccc(Br)cc2O[C@H]1CN(C)C(=O)C1CCCCC1,-2,i,-1.3,0.2,3,5,-7,nt,1,-1.5
O=C(CN1C(=O)c2ccccc2S1(=O)=O)NC1CCCCCC1,-1,i,-0.4,0.0,1,-1,-2,-12,-2,-1.8
Nc1nc(SCC(=O)NCc2ccc(F)cc2)[nH]c(=O)c1NC(=O)c1ccc(Cl)cc1,-2,i,0.1,-0.7,1,-1,-5,-2,0,-0.2
COCC(=O)N/N=C/c1c(C)[nH]n(-c2ccccc2)c1=O,-5,i,1.4,-0.4,-2,0,-2,-10,0,-0.1

2 entries from above, set out differently:
structure: CS(=O)(=O)Nc1ccc(C(=O)CC(=O)Nc2ccc([N+](=O)[O-])cc2)cc1
  NadD inh: -1
  Rpn11 block: i
  MsrA inh: 4.2
  Tb MetRS inh: -0.8
  DNMT1 block: -4
  SUMO1-SIM PPI: 2
  CSN deneddyl inh: 2
  Scp-1 inhibitor: -5
  STEP inh: -2
  LMPTP block: -2.0

structure: C[C@@H]1CN(S(=O)(=O)c2ccc3c(c2)OCCO3)CCN1S(=O)(=O)c1c(F)cccc1F
  NadD inh: -9
  Rpn11 block: i
  MsrA inh: 0.3
  Tb MetRS inh: -0.2
  DNMT1 block: 1
  SUMO1-SIM PPI: -4
  CSN deneddyl inh: 1
  Scp-1 inhibitor: -7
  STEP inh: -3
  LMPTP block: 1.2
